Assay outcomes: PubChem BioAssay, several laboratories
ABCB1 block: ABCB1 efflux pump inhibitors, primary screen, cell-based, multiplex, flow cytometry, ABCG2 counter-screen. AID 1326, 2008. CCRF-Adr cells, JC-1 efflux. inhibition, % at 6.6 µM. 0.067% of 190,000 active. ATP-dependent translocase ABCB1 (Homo sapiens), P08183; in the data active = inhibition above about 40%;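 also: 0% = vehicle and 100% = reference inhibitor; higher value means more JC-1 retained so stronger ABCB1 efflux block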
ABCG2 block: ABCG2 efflux pump inhibitors, primary screen, multiplex with ABCB1, IgMXP3 cells, flow cytometry; Broad substrate specificity ATP-binding cassette transporter ABCG2 (Homo sapiens), Q9UNQ0; JC-1 efflux; inhibition, % at 6.6 µM; 0.1% of 190,000 active;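 active = inhibition above 80%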;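 also: 0% = DMSO and 100% = nicardipine control wells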
Target sequence (Q9UNQ0 whole entry, looked up): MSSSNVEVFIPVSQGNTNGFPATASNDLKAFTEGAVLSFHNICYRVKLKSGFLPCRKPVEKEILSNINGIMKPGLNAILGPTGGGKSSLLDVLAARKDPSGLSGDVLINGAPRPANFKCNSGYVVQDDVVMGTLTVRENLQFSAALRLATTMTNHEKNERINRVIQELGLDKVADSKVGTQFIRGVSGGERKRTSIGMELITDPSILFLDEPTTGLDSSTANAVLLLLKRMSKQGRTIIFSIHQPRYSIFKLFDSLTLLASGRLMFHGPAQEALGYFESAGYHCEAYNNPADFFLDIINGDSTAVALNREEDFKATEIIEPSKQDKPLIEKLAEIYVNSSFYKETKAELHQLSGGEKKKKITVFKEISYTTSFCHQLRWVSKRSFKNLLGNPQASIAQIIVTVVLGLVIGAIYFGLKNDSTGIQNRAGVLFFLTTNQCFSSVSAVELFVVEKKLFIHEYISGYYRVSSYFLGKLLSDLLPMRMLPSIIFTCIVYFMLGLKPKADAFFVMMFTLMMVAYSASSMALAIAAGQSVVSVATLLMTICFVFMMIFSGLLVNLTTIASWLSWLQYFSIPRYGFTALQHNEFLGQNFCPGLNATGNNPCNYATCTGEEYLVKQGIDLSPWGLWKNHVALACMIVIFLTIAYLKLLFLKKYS
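Measure – % inhibition of efflux relative to nicardipine and DMSO · Test system – ABCG2 IgMXP3 and barcoded ABCB1 CCRF-Adr cell mix · Control set – nicardipine as high control, DMSO as low control · Compound – one concentration, 6.6 µM final · Signal – flow cytometry of retained JC-1 fluorescence · Timing – 10 min exposure at 25 °C with rotation, no wash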
Pf gamet viab: late stage P. falciparum gametocyte viability inhibitors, primary screen, ATP luminescence, HTS | P. falciparum stage V gametocytes, 24 h | AID 743093, 2013 | 0.065% of 150,000 active | inhibition, % at 10.9 µM;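 active = inhibition above the mean plus 3 SD of compounds within the control limits, set per campaign, cut at about 38% in these data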;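 also: 0% = DMSO wells and 100% = medium only without gametocytes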
Mcl1-Bid inh: Mcl-1/Bid binding inhibitors, primary screen, biochemical, TR-FRET, 1536-well; Induced myeloid leukemia cell differentiation protein Mcl-1 (Homo sapiens), Q07820; TR-FRET Mcl-1/Bid-Dy647 peptide binding; inhibition, % at 21.7 µM; 0.97% of 220,000 active; AID 1021, 2008;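 active = compounds that cut the binding signal by more than half at the single screening dose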;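 also: His-tagged Mcl-1 with europium anti-His antibody binding Bid BH3 peptide; 0% = Mcl-1 plus peptide wells and 100% = peptide-only wells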
Target sequence (Q07820 whole entry, looked up): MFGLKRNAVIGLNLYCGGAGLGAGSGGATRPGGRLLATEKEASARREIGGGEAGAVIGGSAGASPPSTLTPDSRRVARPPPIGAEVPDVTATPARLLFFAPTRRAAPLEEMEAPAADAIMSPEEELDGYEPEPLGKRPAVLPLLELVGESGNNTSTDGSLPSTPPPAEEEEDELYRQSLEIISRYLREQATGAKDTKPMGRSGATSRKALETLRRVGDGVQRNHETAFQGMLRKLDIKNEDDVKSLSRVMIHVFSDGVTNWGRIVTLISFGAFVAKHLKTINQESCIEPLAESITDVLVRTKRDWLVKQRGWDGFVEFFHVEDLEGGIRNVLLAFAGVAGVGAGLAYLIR
Avidin fluor: green autofluorescence of compounds with avidin beads – biophysical, 488/530 nm, flow cytometry, artefact control, profiling panel. 0.38% of 220,000 active. compound fluorescence 488/530 nm; stronger effect = higher value. fluorescence (KMESF) at 10 µM. AID 1775, 2009; in the data active = fluorescence above about 47; also: inactives centre near 10
Bim-Mcl-1: inhibitors of Bim peptide binding to Mcl-1, primary screen, biochemical, bead-based flow cytometry, multiplex; 0.1% of 190,000 active; Bim peptide-Mcl-1 binding; inhibition, % at 10 µM; AID 1009, 2008; Induced myeloid leukemia cell differentiation protein Mcl-1 (Homo sapiens), Q07820; in the data active = inhibition above about 40%;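 also: 0% = no compound tracer wells and 100% = peptide blocker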
RGS8-Gao: RGS8-Galphao binding modulators, primary screen, biochemical, multiplexed bead flow cytometry. 0.34% of 220,000 active. AID 1423, 2008. Guanine nucleotide-binding protein G(o) subunit alpha (Homo sapiens), P09471. response (percent of control binding), % at 10 µM. actives lie on both sides; in the data active = response below about 60% or above about 140%; inactive = in between;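 also: Galphao activated as the GDP aluminium fluoride complex binding bead-coupled RGS8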
RGS4-Gao reg: modulators of RGS4 binding to Galphao, primary screen, biochemical, multiplexed bead flow cytometry. actives lie on both sides. Guanine nucleotide-binding protein G(o) subunit alpha (Homo sapiens), P09471. 0.33% of 220,000 active. binding response (% of control), % at 10 µM; in the data active = binding response below about 49% or above about 150%; inactive = in between;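 also: fluorescent Galphao activated with aluminum fluoride binding bead-coupled RGS4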
RGS7-Gao reg: RGS7-Galphao binding modulators, primary screen, biochemical, multiplexed bead flow cytometry. AID 1439, 2008. binding response (% of control), % at 10 µM. Guanine nucleotide-binding protein G(o) subunit alpha (Homo sapiens), P09471. 0.35% of 220,000 active. actives lie on both sides; in the data active = binding response below about 49% or above about 150%; inconclusive = no clear call, values can overlap the other calls; inactive = in between;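 also: fluorescent Galphao held in activated GDP-AlF4 state binding bead-coupled RGS7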
Mcl1-Noxa inh: Mcl-1/Noxa binding inhibitors, primary screen, biochemical, TR-FRET, 1536-well | Induced myeloid leukemia cell differentiation protein Mcl-1 (Homo sapiens), Q07820 | inhibition, % at 21.7 µM | 1.5% of 220,000 active | TR-FRET Mcl-1/Noxa peptide binding, 2 h;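 active = compounds that cut the protein-peptide binding signal by more than 50% relative to plate controls in a single-dose test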;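 also: His-tagged Mcl-1 with rhodamine Noxa BH3 peptide and terbium anti-His antibody; 0% = Mcl-1 plus Noxa peptide wells and 100% = peptide-only wells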
GSH bead fluor: compound fluorescence on glutathione beads, profiling panel, artefact control, biophysical, 488/530 nm, flow cytometry; GSH beads flow cytometry, compound fluorescence 488/530 nm; stronger effect = higher value; fluorescence (KMESF) at 10 µM; 0.25% of 190,000 active; in the data active = fluorescence above about 89;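 also: glutathione beads carrying GST-tagged Bcl family fusion proteins plus one bare bead set; values are compound well signal with DMSO vehicle wells as background; inactives centre near 16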
Starred values were filed as active, the others as inactive; ? = inconclusive; . = not tested or not shown.

SMILES	ABCB1 block	ABCG2 block	Pf gamet viab	Mcl1-Bid inh	Avidin fluor	Bim-Mcl-1	RGS8-Gao	RGS4-Gao reg	RGS7-Gao reg	Mcl1-Noxa inh	GSH bead fluor
Cc1ccccc1CSCC(=O)N1CCN(c2ccccc2)CC1	0.4	3	13	-37	15	-1	98	97	96	0	17
Cc1nc(NC(=O)c2cccnc2)ccc1Br	0.2	3	8	-5	20	0	101	101	102	9	44
COc1ccc(Cn2c(=O)[nH]c3cc(C(=O)NCCCOC(C)C)ccc3c2=O)cc1	0.5	6	-8	-22	10	1	101	98	99	-1	26
c1ccc2c(c1)ncn2CCN1CCCCC1	0.3	1	.	15	6	-8	99	91	93	29	18
COc1ccc(/C=N/n2cnnc2)cc1Cn1nc(C)c([N+](=O)[O-])c1C	-0.3	-3	18	-10	5	0	102	99	101	19	19
COC(=O)[C@@H](NC(=O)NCc1ccccc1F)C(C)C	1.3	5	-64	2	9	-1	96	97	97	13	11
CCOC(=O)CCc1c(C)c2ccc(OC(C)C(=O)OCC)c(C)c2oc1=O (stereo not given)	0.3	2	5	1	9	0	101	98	97	0	13
CC(=O)NCCC(=O)Nc1cc(S(=O)(=O)N2CCOCC2)ccc1N1CCOCC1	0.2	4	.	-2	17	-2	100	105	107	16	14
Cc1ccc(-c2nnc(Nc3ccc4c(c3)OCO4)c3ccccc23)cc1S(N)(=O)=O	0.2	1	3	-32	10	0	103	96	99	32	12
Cn1c(Cc2ccccc2)nnc1SCc1nc2ccccc2c(=O)[nH]1	0.1	3	-3	-1	18	-27	102	100	101	0	9
O=C(c1cncc(Br)c1)N1CCc2ccccc2C1	0.4	1	5	-17	12	1	98	97	97	-8	57
CCc1ccc(OCc2cnc(Cl)s2)cc1	0.1	0	-6	-13	10	0	100	100	100	-3	13
COc1ccc(N(Cc2cc3cccc(C)c3[nH]c2=O)C(=O)C2CCCO2)cc1 (stereo not given)	.	.	8	4	9	.	101	100	?	-13	.
COc1ccc(-c2ccc(SCC(=O)c3ccc(F)cc3)nn2)cc1OC	1.9	9	-17	-10	12	-1	99	100	?	10	14
Cc1ccc(NC(=O)c2cnn(C)c2)cc1[N+](=O)[O-]	3.2	34	9	2	15	-4	101	100	98	16	21
COc1ccc(S(=O)(=O)Nc2ccc3ccccc3c2)cc1C	0.0	0	.	5	41	0	101	104	120	9	15
CC1=CC(C)(C)Nc2ccc(OC(=O)C(C)N3C(=O)c4ccccc4C3=O)cc21 (stereo not given)	0.5	2	.	-122	9	2	100	97	108	18	75
N#Cc1cc([N+](=O)[O-])cnc1N(CCO)CCO	6.9	19	4	3	3	-5	98	101	102	13	9
Cc1ccc(C)c(OCCn2c(=O)c3c(ncn3C3CCCC3)n(Cc3ccccc3)c2=O)c1	37	84*	.	-9	17	-3	103	101	103	26	4
Cc1ccc(/C=N/NC(=O)c2cccnc2)s1	.	.	13	-23	8	.	98	100	?	16	.
Cc1onc(-c2ccccc2Cl)c1C(=O)OCC(=O)Nc1ccc2c(c1)OCO2	0.5	3	9	-29	7	-6	105	104	105	15	263*
Cc1ccc(S(=O)(=O)N2CCC(C(=O)N[C@H](C(=O)N3CCN(C)CC3)C(C)C)CC2)cc1	1.0	-8	8	-32	4	-5	117	102	112	-2	13
CC(C)CC(=O)NC1(C(F)(F)F)C(=O)Nc2c1c(=O)n(C)c(=O)n2C (stereo not given)	0.3	2	-4	-14	12	-2	98	101	98	9	27
CC(/C=C/c1ccc(N(C)C)cc1)=N\N=C(/N)SC1CC(=O)N(c2ccc(C(=O)O)cc2)C1=O (stereo not given)	-2.6	-20	.	-78	15	8	100	96	92	0	6
Cc1c(C(=O)NCCSCc2cccc(C(F)(F)F)c2)cnn1-c1ccc(Cl)cc1	.	.	2	-2	6	.	104	106	?	10	.
CCSc1sccc1C1C(C#N)=C(N)N(c2cccnc2)C2=C1C(=O)CCC2 (stereo not given)	-0.1	0	.	-3	13	-1	105	102	111	19	10
S=C(NCCCN1CCOCC1)NCCCN1CCOCC1	0.5	1	-23	-50	2	-11	108	102	101	4	6
COC(=O)/C=C/c1sc2nc(C)cc(C)c2c1N=CN(C)C	1.1	3	9	-39	11	-2	95	94	94	3	13
Cc1c(CN(C)C)c2c(n1Cc1ccccc1)C(=O)c1ccccc1-2	3.6	16	.	3	6	0	92	96	91	35	11
Cc1nn(Cc2ccc(C(=O)N3CCOCC3)o2)c(C)c1Br	0.5	1	6	-3	3	-4	102	97	98	13	13
Cc1cc(C(=O)NCCCN2CCOCC2)n(-c2ccccc2)n1	0.3	2	.	-24	6	1	102	102	106	5	22
CCN(CC)C(=O)C1CCC(CNS(=O)(=O)c2cccc3cccnc23)CC1 (stereo not given)	0.5	2	.	-24	6	2	104	102	102	-14	12
N#Cc1nc(-c2ccc(OCc3ccc(Cl)cc3)cc2)oc1NCc1cccnc1	0.6	1	.	23	8	1	94	96	93	57*	60
COn1c(SCC(N)=O)nc2ccccc2c1=O	0.4	3	.	23	8	0	101	99	102	-1	48
COc1ccc(N2CCN(C(=S)NCc3ccc(C)cc3)CC2)cc1	1.3	8	-63	-12	9	1	104	103	96	11	26
COc1cc(Cl)c(C)cc1NC(=O)Cn1c(NCCO)nc2ccccc21	.	.	-26	-6	7	.	100	103	?	19	.
COCC(=O)N(C)c1nnc(-c2cnc(C)cn2)s1	0.1	0	.	5	39	-2	99	99	98	5	13
Cc1ccccc1Nc1scc(-c2ccc(Br)cc2)[n+]1-c1ccccc1C	-2.6	-1	15	-9	11	-1	104	101	102	19	16
Cc1noc(C)c1S(=O)(=O)N1CCN(C(c2ccccc2)c2ccc(Cl)cc2)CC1 (stereo not given)	0.2	0	.	-18	9	0	104	107	100	11	21
CCCN1C(=O)/C(=C/c2c(N3CCNC(=O)C3CC(=O)OC)nc3c(C)cccn3c2=O)SC1=S (stereo not given)	.	.	.	-23	6	.	100	99	?	-32	.
COc1ccc(N(C(=O)CCl)C(C)(C(=O)Nc2c(C)cccc2C)c2ccccn2)cc1 (stereo not given)	0.8	3	.	-13	2	-3	100	100	103	-14	6
CCCCCCCn1c2c(c(=N)c3c1CCC3)CCCC2	-0.1	0	29	-26	22	0	100	95	97	24	10
COc1ccc(Cc2nc3c4c(ncn3n2)Oc2c(ccc3ccccc23)C4c2ccc(OC)c(OC)c2)cc1 (stereo not given)	12	7	-9	-18	18	-3	102	105	102	-15	17
CCC(C)[C@H](NC(=O)NCc1cccs1)C(=O)OC (stereo not given in full)	0.7	4	-9	-8	15	0	97	94	98	12	13
CCN(Cc1ccccc1)C(=O)Cn1c(=O)n(-c2ccc(OC)cc2OC)c(=O)c2c(C)c(C)sc21	12	1	7	-7	12	-4	96	98	100	2	13
O=C(CSc1ccc(C(F)(F)F)cn1)Nc1ccccc1	.	.	-6	-10	6	.	98	99	?	4	.
CCC(=O)Nc1cc2c(cc1C(=O)c1ccccc1)OCCO2	-2.9	-3	-19	-24	5	0	104	104	107	2	34
COc1cccc(C(=O)Nc2cc(=O)n(C)c(=O)n2C)c1	.	.	.	-24	6	.	89	74	?	11	.
COc1ccc(-c2cc(=O)oc3c(C)c(O)c(CN(C)C)cc23)cc1	1.5	8	11	-40	11	-2	96	92	90	18	28
CCOc1cc(/C=C(/C#N)c2nc3ccccc3[nH]2)ccc1OCc1ccc(C(=O)O)o1	-0.5	-1	.	-18	11	7	100	104	99	52*	12
Cc1cccc(N2CCN(C(=O)c3c(C)nn(Cc4ccccc4Cl)c3C)CC2)c1C	1.8	22	-10	-24	17	-5	100	101	98	14	35
Cc1cc(N(CC(=O)NC2CC2)S(C)(=O)=O)ccc1Br	0.4	9	.	-5	10	-6	99	100	97	22	15
COc1ccc(NC(=O)c2c(C(F)(F)F)nn(C)c2Cl)cc1	-0.6	0	7	0	11	2	103	99	101	4	15
CCCCC(CC)C(=O)Nc1ccccc1C(=O)NC(C)C (stereo not given)	1.6	5	.	0	14	0	98	100	100	5	33
COC(=O)c1onc(C(=O)c2ccccc2)c1C(=O)OC	0.4	2	.	-13	11	1	98	99	99	-1	5
O=C(O)C1Sc2[nH]c(=O)sc2C2c3cc(Br)ccc3OC(=O)C12 (stereo not given)	.	.	-7	-26	9	.	97	93	?	44	.
CC1=CC(C)(C)N(C(=O)CCl)c2ccccc21	1.0	9	-12	-1	11	0	99	101	101	7	10
CC(C)(C)c1cc(C(=O)NN)n(Cc2ccc(F)cc2)n1	.	.	7	-14	10	.	97	101	?	11	.
Cc1ccc(Nc2nc(N3CCOCC3)nc(N3CCOCC3)n2)cc1	0.2	1	.	-16	9	2	100	99	99	-7	5
CC(C)(C)CN1CCNC(=O)C1CC(=O)N1CCN(c2ccccc2)CC1 (stereo not given)	.	.	5	-89	4	.	101	100	?	8	.

Following part.
SMILES	ABCB1 block	ABCG2 block	Pf gamet viab	Mcl1-Bid inh	Avidin fluor	Bim-Mcl-1	RGS8-Gao	RGS4-Gao reg	RGS7-Gao reg	Mcl1-Noxa inh	GSH bead fluor
CCCNC1=C(C)C(=O)CC1	0.5	2	.	-17	8	-1	98	93	99	22	35
COc1cccc(CN(C)CC(=O)NCc2ccccc2Cl)c1	0.4	1	-19	-26	5	-3	96	98	95	23	15
C=CCNC(=O)/C(C#N)=C/c1c(C)nn(-c2ccc(Cl)cc2)c1Cl	0.6	38	-11	-10	11	-5	98	92	90	13	10
O=C(COC(=O)c1cc[n+]([O-])cc1)NCCc1ccc(Cl)cc1Cl	0.6	2	12	0	20	0	102	104	105	9	11
COc1ccc(OC)c(-c2cc(C(=O)NCc3ccc(Cl)cc3)no2)c1	-0.1	4	21	-22	4	1	102	105	106	-27	10
CCc1ccc(-c2nc(C(N)=O)c3[nH]c(=O)n(-c4ccccc4OC)c3n2)cc1	0.4	4	.	-10	9	0	103	101	101	-9	22
